Source: PubChem BioAssay
MITF TRPM1 inh – inhibitors of MITF-driven TRPM1 promoter in melanoma cells | 330,000 tested, 0.83% active | SK-MEL-5 TRPM1 promoter luciferase, 24 h | inhibition, % at 12.5 µM;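 active = mean inhibition across replicates of 60% or more, whatever share of single replicates reaches that level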; also: values of inactives mirror those of a sister screen read the other way
NR2E3 ag-1 – NR2E3 (human) agonism. Q9Y5X4. GST-NR2E3/biotin-RetCOR TR-FRET, 1536-well. inhibition of corepressor binding, % at 4.78 µM. 320,000 tested, 0.12% active. AID 2300;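 active = percent inhibition above the cutoff of mean plus 3 SD of all tested compounds, set per screening campaign, cut at about 20% in these data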;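 also: 0% = DMSO wells and 100% = biotin wells as full block of FRET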
Target sequence (Q9Y5X4 whole entry, looked up): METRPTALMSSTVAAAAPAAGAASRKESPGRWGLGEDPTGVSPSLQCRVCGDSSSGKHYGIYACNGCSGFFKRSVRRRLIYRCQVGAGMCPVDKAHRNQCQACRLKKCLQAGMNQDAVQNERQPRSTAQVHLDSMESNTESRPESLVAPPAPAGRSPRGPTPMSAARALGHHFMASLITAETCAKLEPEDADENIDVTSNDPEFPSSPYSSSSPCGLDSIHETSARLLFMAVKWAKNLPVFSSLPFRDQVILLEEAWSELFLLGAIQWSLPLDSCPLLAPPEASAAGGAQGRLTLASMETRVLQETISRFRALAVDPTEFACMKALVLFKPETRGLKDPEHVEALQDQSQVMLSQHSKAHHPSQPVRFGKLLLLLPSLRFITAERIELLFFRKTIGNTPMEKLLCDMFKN
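Test system: GST-NR2E3 and biotin-RetCOR proteins | Quantity: 1.35 nM GST-tagged NR2E3 final | Medium: Tris pH 7.5 | Also added: 7 nM biotin-RetCOR | Dosing: Compound at 4.8 µM, single dose | Timing: 5 h at 4 °C | Detection: Time-resolved FRET | Read-out basis: Percent inhibition | Benchmarks: Biotin wells as high control, 0.6% DMSO wells as low control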
HIF-2a inh – blocks HIF-2a reporter activity; 786-0 RCC cells HIF-2a reporter, luciferase luminescence, overnight; inhibition, % at 18.8 µM; AID 624352; 360,000 tested, 0.72% active;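 active = inhibition of the luminescence signal of 40% or more relative to plate controls, in a single-dose primary screen at 18.75 µM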
Peg3 prom inh – Peg3 promoter activity inhibition. HeLa PEG-Prom luciferase reporter, luminescence, overnight. inhibition, % at 20 µM. 360,000 tested, 1.7% active. AID 588405;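 active = inhibition of at least 50% at 20 µM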
Vif imaging – HIV Vif inhibition; HEK293T cells, Vif self-association by quenched fluorescence, imaging, 24 h; inhibition, % at 7.49 µM; 340,000 tested, 0.35% active; in the data active = inhibition above about 50%, passing the limit was not always enough; also: some results filed as inactive read as strong as hits
Shn3 inh set2 – reduces Shn3 3'UTR luciferase signal in osteoblasts; Clone20 osteoblast Shn3 3'UTR firefly luciferase, 24 h; inhibition, % at 12.5 µM; 360,000 tested, 0.52% active; AID 588674;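 active = mean inhibition of at least 75% with every replicate also reaching 75%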;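 also: 0% = median of neutral control wells and 100% = pilot-screen positive control compound; some compounds past the cut are filed as inactive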
CF NFkB block – blocks PAF-induced NF-kB reporter in cystic fibrosis cells; AID 588850; inhibition, % at 5 µM; 360,000 tested, 0.86% active; KKLEB NF-kB-GFP reporter, GFP fluorescence overnight;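 active = at least 50% inhibition at 5 µM, scaled per plate between neutral and stimulator controls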;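 also: PAF is a Pseudomonas aeruginosa culture filtrate used as stimulus; plate controls were PAF-stimulated DMSO wells for no effect and unstimulated DMSO wells for full effect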
PDI turbidity – blocks human protein disulfide isomerase activity. 350,000 tested, 0.052% active. PDI insulin aggregation turbidity, A650, 90 min. inhibition, % at 10 µM. P07237;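 active = mean inhibition across replicates of 30% or more, whatever share of single replicates reach that level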;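 also: absorbance from insulin aggregation driven by PDI reduction with DTT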
Target sequence (P07237 whole entry, looked up): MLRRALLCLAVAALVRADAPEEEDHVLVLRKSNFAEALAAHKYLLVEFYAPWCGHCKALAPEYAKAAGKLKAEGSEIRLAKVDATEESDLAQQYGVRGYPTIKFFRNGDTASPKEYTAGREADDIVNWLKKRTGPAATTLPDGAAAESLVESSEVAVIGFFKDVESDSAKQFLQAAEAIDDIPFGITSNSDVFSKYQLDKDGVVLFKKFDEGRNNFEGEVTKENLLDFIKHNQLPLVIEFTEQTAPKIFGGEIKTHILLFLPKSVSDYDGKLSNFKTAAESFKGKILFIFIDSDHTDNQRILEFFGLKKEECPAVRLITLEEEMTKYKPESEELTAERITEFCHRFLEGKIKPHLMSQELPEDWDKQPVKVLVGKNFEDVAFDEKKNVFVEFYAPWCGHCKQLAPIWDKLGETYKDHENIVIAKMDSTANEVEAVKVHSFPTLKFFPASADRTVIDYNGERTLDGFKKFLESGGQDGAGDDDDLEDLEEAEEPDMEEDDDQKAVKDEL
NR2E3 ag-2 – agonists of human NR2E3 nuclear receptor; Q9Y5X4; CHO-S Gal4-NCOR/VP16-NR2E3 two-hybrid, luciferase; inhibition of corepressor binding, % at 3.98 µM; 360,000 tested, 0.35% active; AID 602229;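 active = inhibition above the mean of all tested compounds plus 3 SD, cut at about 70% in these data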;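 also: 0% = DMSO with NR2E3 transfected cells and 100% = cells lacking NR2E3 construct; higher means lower luciferase signal from less NR2E3 corepressor binding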
CaV13 ICDI inh – Primary screen for inhibitors of IQ motif and Ca2+-dependent inactivation inhibitor domain binding in CACNA1D, Förster resonance energy transfer in living cells, …; 340,000 tested, 0.098% active; inhibition, % at 12.3 µM; HEK cells, CFP/YFP FRET ICDI-IQ, plate reader, 10 min; percent FRET-ratio fall versus neutral wells;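 active = mean replicate inhibition of at least 30% and at least 1% of replicates passing that level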;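 also: 0% = median of the neutral control wells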
KKLEB cytotox – CF airway cell cytotoxicity counter-screen; KKLEB CF airway cells viability, ATPlite luminescence, overnight; stronger effect = lower value; cells stimulated with P. aeruginosa culture filtrate; activity change (cytotoxicity), % at 5 µM; 360,000 tested, 0.36% active; AID 602141;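 active = corrected activity change at or below -50% at 5 µM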
* hit, by the source's call; nt = not tested or not shown.

Start of the listing, in advance, 2 compounds:
SMILES	MITF TRPM1 inh	NR2E3 ag-1	HIF-2a inh	Peg3 prom inh	Vif imaging	Shn3 inh set2	CF NFkB block	PDI turbidity	NR2E3 ag-2	CaV13 ICDI inh	KKLEB cytotox
Cc1cccc(C)c1NC(=O)CNC(=O)Cc1ccc(Br)cc1	10	0	8	-4	0	-1	-17	-4	16	0	7
Cc1cccnc1NC(=O)Nc1cccc(F)c1	nt	nt	-262	-277	-3	-163	-30	-4	-42	-4	3

This part in full, repeating the preview:
SMILES	MITF TRPM1 inh	NR2E3 ag-1	HIF-2a inh	Peg3 prom inh	Vif imaging	Shn3 inh set2	CF NFkB block	PDI turbidity	NR2E3 ag-2	CaV13 ICDI inh	KKLEB cytotox
Cc1cccc(C)c1NC(=O)CNC(=O)Cc1ccc(Br)cc1	10	0	8	-4	0	-1	-17	-4	16	0	7
Cc1cccnc1NC(=O)Nc1cccc(F)c1	nt	nt	-262	-277	-3	-163	-30	-4	-42	-4	3
COc1cccc(Cn2nnc(C(=O)Nc3cc(Cl)ccc3OC)c2N)c1	-13	1	-12	12	-9	70	-8	nt	36	-2	-23
CCOC(=O)c1[nH]c(C)c(C(=O)NCCN2CCOCC2)c1C	-10	2	12	6	-1	6	4	nt	-13	2	9
CC(OC(=O)c1cc(-c2cccnc2)nc2ccccc12)C(=O)Nc1ccc2ccccc2c1 (stereo not drawn)	17	-1	-6	30	nt	3	-47	3	8	-2	-6
CC(=O)c1cccc(NC(=O)C(C)OC(=O)CCC2CCCCC2)c1 (stereo not drawn)	-2	-1	5	14	-9	-5	-12	0	-10	-5	-4
Cc1sc2nc(C)n(/N=C/c3ccccc3)c(=O)c2c1C	-2	2	-11	-7	4	2	7	-4	-7	-3	-10
O=C(N/N=C/c1cccc2ccccc12)c1ccncc1	11	-2	-1	11	5	3	5	-1	-20	-2	-1
CCc1nc(SCC(=O)N2CCCc3ccccc32)c2oc3ccccc3c2n1	12	3	8	30	-20	4	19	1	6	-6	-5
Cc1cc([N+](=O)[O-])cnc1Sc1nccn1C	11	1	5	14	2	10	-6	1	6	-19	12
O=C(N/N=C/c1ccccc1F)c1ccc(COc2ccccc2Cl)o1	7	-3	-4	8	2	-9	-20	1	-21	-5	6
CCn1nc(C)c(CN2CCc3c([nH]c4ccccc34)C2C(C)(C)C)c1C (stereo not drawn)	13	0	17	9	-6	34	-11	-14	-14	-4	-13
O=C(Nc1ccc(Cl)cc1Cl)c1ccc(Br)o1	-47	3	-220	-241	-3	-12	-4	-4	-72	-3	-5
CCN1C(=O)[C@H]2[C@@H](c3ccc(C)cc3)N3C(=O)N(c4cccc(C)c4)C(=O)[C@@]3(Cc3ccccc3)[C@H]2C1=O	3	-4	14	8	4	16	6	1	10	-10	-1
COCCNC(=O)CSc1nc2cc3c(cc2c(=O)n1Cc1ccco1)OCO3	-2	-1	13	11	-6	-3	-3	3	-17	-5	-2
CC1=C(C(=O)OCCOC(C)C)C(c2cccnc2)C2=C(CCCC2=O)N1 (stereo not drawn)	-27	-1	10	12	14	-8	-7	9	-10	-5	16
O=C(Nc1ccc(Cl)cc1)Nc1nc(-c2sccc2Br)cs1	-6	-6	-62	12	-1	25	2	-3	-43	-1	1
O=C(COc1ccc(F)cc1)NN1C(=O)CSC1=S	7	1	23	0	0	1	-26	-12	-26	1	1
Cc1ccc(CNC(=O)CCc2nc3ccccc3c(=O)[nH]2)cc1	2	2	16	-3	nt	19	-6	-2	-22	nt	7
O=S(=O)(c1ccccc1F)N1CCN(C(=S)NCc2ccccc2)CC1	7	4	10	-1	-4	-8	-8	-3	-7	14	12
O=C(O)CCSc1nnc(-c2cccnc2)n1-c1ccccc1	-5	3	10	2	-13	6	-1	0	-29	-9	-21
COc1ccc(NC(=S)NCc2ccccc2Cl)c(OC)c1	2	7	14	22	4	16	14	-6	11	-1	2
CCOC(=O)C1=CCN(S(=O)(=O)c2ccccc2F)C1c1ccc(Cl)c(Cl)c1 (stereo not drawn)	nt	nt	31	22	nt	3	16	nt	-26	-4	-8
CCN(CC)c1ccc(NC(=O)CCNS(=O)(=O)c2ccc3c(c2)CCC(=O)N3)c(C)c1	3	-5	5	5	1	20	-16	6	10	-2	1
Cc1ccc(S(=O)(=O)N2CCOCC2)cc1NC(=O)COC(=O)c1ccc(OCc2c(C)noc2C)cc1	-12	-2	11	-8	0	-20	-11	-1	-13	-18	11
COc1cc(S(=O)(=O)NCC2COCCO2)ccc1-n1cnnn1 (stereo not drawn)	-10	2	14	10	8	9	-2	10	-20	nt	-2
COc1ccc(N2CC(O)=C(c3nc(C)cs3)C2=N)cc1	13	7	-14	-5	-8	2	-4	-3	-16	-10	7
CC(C)(C)SCCNC(=O)CN(c1ccc(F)cc1)S(C)(=O)=O	6	6	7	10	nt	-1	-1	-13	-31	nt	-3
COc1ccc(-n2nc(C(=O)NCC(=O)NCCC3=CCCCC3)c3ccccc3c2=O)c(OC)c1	4	2	-3	-6	3	11	10	3	-55	-2	2
N#C/C(=C\c1ccc[nH]1)C(=O)Nc1ccccc1Cl	3	0	-115	-103	-9	-27	24	-2	-59	-9	-12
CC1(C(=O)NS(=O)(=O)c2ccc(F)cc2F)CCN1C(=O)CC1CCCCC1 (stereo not drawn)	nt	nt	18	5	nt	17	5	-22	6	-11	-5
CC1CCN(c2ccc(/C=C(\C#N)c3nn(-c4ccccc4)c(N)c3C#N)cc2[N+](=O)[O-])CC1	5	0	13	18	10	-5	20	-8	-18	-18	-12
Cc1ccc(S(=O)(=O)N2CCOCC2)cc1C(=O)Nc1ccccc1N1CCOCC1	-2	2	3	10	-3	10	-11	-2	-20	-3	-8
COc1cccc(CNS(=O)(=O)c2ccc3c(c2)N(C(C)=O)CCS3)c1	14	1	9	8	-6	46	-9	3	20	-3	2
Cc1nn2cc(-c3ccc(Cl)cc3)nc2s1	0	0	-167	-239	-5	-4	-40	7	-125	-5	12
C=CCn1c(-c2cccs2)nc2nc3ccccc3nc21	-5	1	-140	-117	-10	-32	-15	1	-68	-5	-4
O=C(Cc1c[nH]c2ccccc12)Nc1ccccc1N1CCOCC1	6	3	24	11	-1	2	-2	-4	13	-7	0
Cc1ccc(CS(=O)(=O)CCC(=O)NCCN2CCCCC2C)cc1 (stereo not drawn)	7	1	11	10	-9	-8	-4	5	-6	nt	7
CC(=O)N(c1ccc(C(C)C)cc1)C1C=CS(=O)(=O)C1 (stereo not drawn)	0	1	7	10	2	-5	16	6	14	-5	0
CN(CCC#N)C(=O)COC(=O)c1nn(-c2ccccc2)c(=O)c2ccccc12	-1	4	7	4	17	-7	-2	13	-4	-5	-4
O=C(Cc1ccccc1)NNC(=O)Nc1ccccc1	8	-4	-28	-40	0	-11	-6	-9	-73	-2	-2
O=C(N[C@@H]1C/C=C\C[C@@H](CC(=O)N(CCO)Cc2ccccc2)C(=O)NC[C@H](c2ccccc2)OC1=O)OCC1c2ccccc2-c2ccccc21	6	nt	5	47	5	88*	-35	8	3	-4	0
CCOC(=O)c1sc(-c2ccccc2)cc1N	-72	2	-292	-328	18	-86	-2	-4	-101	-3	-7
COC(=O)c1sccc1NC(=O)Cc1ccc(OC)c(OC)c1	3	-1	5	-3	-12	22	4	-3	19	-4	-1
COc1ccc(-c2c(-c3cc(OC)cc(OC)c3)n(C)c3ccc(-c4ccc(SC)cc4)cc23)cc1	-20	1	-57	-28	5	-33	-12	14	-34	-5	-6
Nc1cc(=O)[nH]c(SCC(=O)Nc2cccc(S(=O)(=O)N3CCCCC3)c2)n1	2	nt	9	3	11	-1	-6	-2	2	-18	1
CC(C)Cn1c(N)c(C(=O)CSc2nnnn2C)c(=O)n(C)c1=O	3	0	11	13	2	-9	-6	-4	-3	-5	4
O=C(CCNS(=O)(=O)c1ccccc1)Nc1ccccc1	-1	2	11	2	0	16	-37	-10	-29	-4	24
CCOc1ccc(/C(O)=C2/C(=O)C(=O)N(CCOCCO)C2c2cccnc2)cc1 (stereo not drawn)	0	14	9	3	2	-12	4	3	3	-5	2
COc1cccc(NC(=O)CNS(=O)(=O)c2ccc(Cl)cc2)c1	-7	-4	13	8	-1	3	-3	-4	2	nt	-2
O=C(NCCCN1CCOCC1)c1c(O)c2cc(Br)cc(Br)c2[nH]c1=O	-12	-1	14	24	1	2	-8	13	-28	nt	0
Nc1c(-c2ccccc2)cnn1-c1cccc(Cl)c1	-37	-5	-306	-301	2	-62	-12	-1	-113	-6	-4
CCOC(=O)C1CCN(C(=O)Nc2ccc3nc(C)c(C)nc3c2)CC1	-8	-2	9	-6	6	-3	4	0	-6	-6	6
CC1=C(C(=O)N(C(C)C)C(C)C)CC(CC(=O)NCCc2ccccn2)C(=O)N1Cc1ccccc1 (stereo not drawn)	nt	nt	6	1	-2	15	16	-5	2	-6	-1
COc1cccc(CNC(=O)Cn2ncc3c(=O)oc4ccccc4c32)c1	-3	-5	21	8	1	13	10	-6	-30	-6	-10
CCNc1nc(Oc2ccc(OC)cc2)cc(C(F)(F)F)n1	9	5	6	15	-5	-1	-1	-3	-2	-3	-19
CCn1cc(S(=O)(=O)NCCc2ccc(OC)c(OC)c2)cn1	12	-1	5	7	7	4	-21	-2	5	-5	-21
O=C(CCn1c(=S)oc2ccccc21)NC1CCCCCC1	-6	-4	9	-5	4	14	-26	4	3	-4	-3
CC(C)CC(=O)Nc1c(C(=O)N2CCN(Cc3ccccc3)CC2)oc2ccccc12	-1	-4	7	0	2	26	-6	17	3	-16	-7
N#Cc1c(N)c(C#N)c(-c2ccc(O)cc2)c2c1CCCC2	-3	3	33	20	-20	12	17	-19	-43	-5	0

New compounds follow:
SMILES	MITF TRPM1 inh	NR2E3 ag-1	HIF-2a inh	Peg3 prom inh	Vif imaging	Shn3 inh set2	CF NFkB block	PDI turbidity	NR2E3 ag-2	CaV13 ICDI inh	KKLEB cytotox
Cc1ccc(NC(=S)NNC(=O)c2cn(C)nc2C)cc1	4	3	-39	-5	6	3	-6	0	-32	-5	7
O=C(CN1CCN(c2ccccc2O)CC1)Nc1ccc(S(=O)(=O)N2CCCCCC2)cc1	7	nt	10	2	-12	11	-16	-7	45	-7	-4
O=C(c1cc(-c2cccnc2)nc2ccc(Cl)cc12)N1CCN(S(=O)(=O)c2cccs2)CC1	18	3	9	32	22	20	8	-4	15	nt	-1
CCOc1ccc(NC(=O)CCC(=O)NNC(=O)Nc2ccc(Cl)cc2)cc1	-8	2	-33	-23	-1	-11	-8	9	-1	-4	9
COc1cccc(NC(=S)N(CCCN2CCCC2)Cc2ccco2)c1	-11	2	-5	19	-2	4	2	-5	-1	-1	2
NCCNC[C@@H]1COC2(CCCCCCCCCCC2)O1	10	0	10	8	-1	-4	12	5	0	-4	-10
